Source: PubChem BioAssay
XiGFP reactiv: reactivates the inactive X chromosome in mouse fibroblasts; XiGFP mouse fibroblasts, % GFP-positive cells imaging, 3 d; cells co-treated with 5-aza-dC sensitizer; scaled so ellipticine positive control = 100%; activation, % at 7.58 µM; 360,000 tested, 0.055% active;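 active = mean normalized replicate activation at least 10% and every replicate at or above 10%; inconclusive = only one of the two criteria met; inactive = mean below 10% and not all replicates reach 10%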;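 also: 0% = median of on-plate neutral control wells and 100% = ellipticine 6 µM median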
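Material: SV40-immortalized XiGFP fibroblast cells, line 68-5-11 | Buffer or medium: DMEM containing 5-aza-dC | Dosing: One concentration, pinned | Times: 3 d treatment, 15 min room-temperature fixation | Controls: Ellipticine 6 µM positive control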
GSIS activator: primary screen for activators of insulin secretion dependent on glucose, INS-1E cells, GLuc reporter luminescence; AID 743287; 370,000 tested, 0.61% active; INS-1E GLuc reporter insulin secretion, 2-3 h; activation, % at 16.6 µM;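 active = lowest replicate activation of at least 40%, so every replicate reaches that level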;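 also: 0% = median of neutral control wells and 100% = median of IBMX positive control wells; some compounds called inactive have numbers as strong as hits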
CFTR F508del cor: correctors of CFTR F508del function in bronchial epithelial cells. activity (quench increase), % at 7.58 µM. 350,000 tested, 0.36% active. CFBE cells, YFP halide quenching; stimulated with forskolin plus potentiator P3; % fluorescence drop versus neutral controls;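 active = mean added fluorescence quench of at least 8% versus neutral control, with both replicates also reaching 8%; inconclusive = only one of the mean or replicate conditions met; inactive = mean below 8% and not both replicates reaching 8%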;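 also: cells transiently co-express mutant CFTR-F508del with the halide-sensitive YFP; corrector assay measuring rescue of mutant channel to the surface after 24 h compound exposure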
E-sel inducer: induces E-selectin expression in human endothelial cells. P16581. 260,000 tested, 0.37% active. AID 686992. HUVEC E-selectin immunofluorescence imaging; normalized: neutral wells 0, TNF-alpha wells 100. activation, % at 7.58 µM;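 active = mean E-selectin-positive cell signal at least 10% of the positive control, reached in at least 60% of replicates, without over 20% cell loss; inconclusive = no rule given, readout overlaps actives, possibly toxicity-flagged; inactive = the rest, including those meeting only one limit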;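 also: in these data hits start at about 27%; measured in HUVEC primary endothelial cells; signal is the percent of cells scored E-selectin positive by PE staining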
Target sequence (P16581 whole entry, looked up): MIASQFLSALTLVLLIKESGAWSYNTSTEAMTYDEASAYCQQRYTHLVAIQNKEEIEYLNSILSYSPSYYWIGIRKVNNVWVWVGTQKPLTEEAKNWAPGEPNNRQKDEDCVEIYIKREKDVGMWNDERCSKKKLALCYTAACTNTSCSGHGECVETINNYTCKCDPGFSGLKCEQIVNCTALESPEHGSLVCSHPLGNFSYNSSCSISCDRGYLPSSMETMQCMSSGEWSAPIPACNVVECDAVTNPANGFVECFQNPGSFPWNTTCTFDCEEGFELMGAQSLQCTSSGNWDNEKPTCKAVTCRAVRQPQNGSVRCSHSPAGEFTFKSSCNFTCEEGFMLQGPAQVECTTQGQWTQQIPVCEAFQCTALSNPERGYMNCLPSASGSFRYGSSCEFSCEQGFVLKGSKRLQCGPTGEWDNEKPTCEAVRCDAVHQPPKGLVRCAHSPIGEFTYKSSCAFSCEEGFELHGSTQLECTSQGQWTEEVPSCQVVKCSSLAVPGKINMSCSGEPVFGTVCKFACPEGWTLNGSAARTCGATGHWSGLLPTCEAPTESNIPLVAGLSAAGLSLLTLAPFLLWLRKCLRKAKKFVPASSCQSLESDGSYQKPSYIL
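Test system – human umbilical vein endothelial cells (HUVEC), E-selectin induction · Input – 3,000 HUVEC seeded per well · Buffer or medium – EGM-2, gelatin · Compound dosing – single-point compound dose · Detection – immunofluorescence imaging · Measure – percent E-selectin-positive cells · Controls – TNF-alpha high, DMSO low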
CASP6 VEID inh: inhibitors of human caspase-6 | 350,000 tested, 0.53% active | purified caspase-6, Z-VEID-R110 cleavage fluorescence | P55212 | AID 686996 | inhibition, % at 12.5 µM;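 active = mean inhibition across replicates at least about 35%, with every replicate also reaching that limit, limit read from the data; inconclusive = only one of the two criteria met; inactive = neither criterion met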;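 also: 0% = median of neutral control wells and 100% = no fluorescence left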
DENV2 CPE rescue: DENV2-induced cell death inhibition. DENV2-infected cells, cytopathic effect rescue, plate reader. CPE inhibition, % at 9.99 µM. 350,000 tested, 1.7% active. AID 651640; in the data active = CPE inhibition above about 20%, passing the limit was not always enough; inconclusive = no clear call, values can overlap the other calls; tested in BHK-21 cells;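 also: 0% = median of neutral control wells and 100% = median of positive control wells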
RAD54 branch: inhibitors of human RAD54 branch migration. Q92698. RAD54 Holliday junction branch migration, FAM/BHQ fluorescence. inhibition, % at 10.4 µM. 360,000 tested, 0.14% active. AID 602329;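 active = mean normalized replicate activity at least 40 and at least half of replicates scoring 40 or more; inconclusive = only one of the two criteria met; inactive = mean below 40 and under half of replicates reaching 40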;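 also: 0% = median of neutral control wells and 100% = median of positive control wells; inhibitors cause a drop in the FAM fluorescence signal; in these data hits start at about 50%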
RAD52 anneal inh: RAD52 (human) annealing inhibition; 360,000 tested, 0.46% active; recombinant RAD52 DNA annealing, FRET fluorescence; inhibition, % at 18.7 µM; P43351;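 active = every replicate showing at least 50% inhibition; inconclusive = mean inhibition at least 50% but not in every replicate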
Target sequence (P43351 whole entry, looked up): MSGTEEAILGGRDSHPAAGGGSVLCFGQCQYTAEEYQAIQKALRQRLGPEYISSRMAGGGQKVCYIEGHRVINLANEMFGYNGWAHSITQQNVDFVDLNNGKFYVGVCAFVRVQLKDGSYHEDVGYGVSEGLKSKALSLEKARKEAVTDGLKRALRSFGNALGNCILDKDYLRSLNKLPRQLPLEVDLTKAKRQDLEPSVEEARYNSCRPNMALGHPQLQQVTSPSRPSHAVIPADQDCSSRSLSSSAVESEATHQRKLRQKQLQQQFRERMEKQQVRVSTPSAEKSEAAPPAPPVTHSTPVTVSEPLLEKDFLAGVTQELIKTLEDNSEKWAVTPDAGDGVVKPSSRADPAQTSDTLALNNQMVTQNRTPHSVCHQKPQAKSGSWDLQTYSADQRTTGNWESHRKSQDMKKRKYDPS
Active calls of the source: *; ? = inconclusive; . = not tested or not shown.

SMILES	XiGFP reactiv	GSIS activator	CFTR F508del cor	E-sel inducer	CASP6 VEID inh	DENV2 CPE rescue	RAD54 branch	RAD52 anneal inh
CCOc1ccc(S(=O)(=O)N2CCCCC2)cc1NC(=O)C1=COCCO1	0.0	11	7.9	-2.3	2	0	-10	0
O=C(CSc1ccc(-c2ccc(-n3cccn3)cc2)nn1)Nc1ccccc1F	0.3	-5	1.2	-0.1	-7	-8	.	1
COC(=O)c1ccc(NS(=O)(=O)c2ccc3c(c2)oc(=O)n3C)cc1	0.1	-1	2.9	0.4	-1	?	-15	-5
O=C(COC(=O)c1cccc(S(=O)(=O)N2CCN(c3ccc(F)cc3)CC2)c1)NCC1CCCO1 (stereo not given)	0.5	5	-1.3	-0.1	13	-3	12	-14
Cc1noc(C)c1NC(=O)Nc1ccc2c(c1)C(=O)N([C@@H](C)CO)C[C@H](C)[C@H](CN(C)C(=O)Nc1ccc(F)cc1)O2	-0.1	6	-0.3	-0.1	1	-1	0	3
O=C(C[C@@H]1CC[C@H](NC(=O)Nc2ccc(F)cc2)[C@H](CO)O1)NCc1ccccn1	0.2	7	1.0	-0.2	0	9	3	-21
O=C(N/N=C/c1ccc(O)cc1O)c1ccc(NC(=O)C2CCCCC2)cc1	0.1	8	-0.1	1.7	6	-4	2	-22
Nc1nonc1-n1nnc(C(=O)N/N=C/c2cccc(F)c2)c1-c1ccc2c(c1)OCO2	0.1	-10	-1.1	.	-3	2	7	-13
CCC1CCCCN1C(=O)CSc1nc2c(cnn2-c2ccc(C)cc2)c(=O)[nH]1 (stereo not given)	0.3	-3	-1.4	1.5	-1	0	-1	-9
CN1CCN(C(=O)C[C@@H]2CC[C@@H]3[C@H](COc4ccc(NC(=O)c5cccs5)cc4C(=O)N3C)O2)CC1	0.0	-8	-1.5	-0.1	-2	9	-17	0
O=C(CN1C(=O)NC2(CCCc3ccccc32)C1=O)Nc1cc(F)ccc1F (stereo not given)	0.2	-15	2.4	.	4	-11	-8	0
COc1ccc(-c2nc(CSCC(=O)NCc3ccc4c(c3)OCO4)c(C)o2)cc1OC	0.4	1	-1.8	.	-2	4	-4	-8
O=C(COC(=O)c1cc(-c2cccs2)nn1-c1ccccc1)Nc1ccc(F)c([N+](=O)[O-])c1	0.0	16	2.5	.	-3	0	.	-14
O=C(Nc1ccc(Br)cc1)C1CC(O)CN1C(=O)OCc1ccccc1 (stereo not given)	0.2	-1	-0.9	0.0	-1	0	-14	-1
NC(=O)CN1C(=O)NC2(CCOc3ccccc32)C1=O (stereo not given)	0.0	28	2.2	.	0	3	-2	-5
CC(C)CCNC(=O)COC(=O)/C=C/c1ccc2ccccc2n1	0.5	.	1.2	-0.1	-11	-4	5	-4
N#Cc1sc(NCc2ccccc2)nc1Cl	0.0	-13	.	0.1	-1	1	.	-3
C[C@H]1CN([C@@H](C)CO)C(=O)Cc2cc(NC(=O)CCN3CCOCC3)ccc2O[C@H]1CN(C)C(=O)Nc1ccc2c(c1)OCO2	0.0	21	-3.5	6.0	2	14	4	-6
O=C(NC1CCCC1)C(c1ccncc1)N(C(=O)Cc1cccs1)c1cccc(F)c1 (stereo not given)	0.0	7	0.8	-0.2	-2	-4	-18	-11
O=C(C[C@@H]1CC[C@H](NC(=O)C2CCOCC2)[C@@H](CO)O1)Nc1nccs1	-0.1	0	-0.6	0.0	1	6	-4	8
COc1ccccc1CN(C)C(=O)c1ccc(S(=O)(=O)Nc2c(C)n(C)n(-c3ccccc3)c2=O)cc1	0.0	-17	4.7	.	1	-4	10	0
COc1ccc(CNC(=S)Nc2ccccc2F)cc1	0.0	-7	1.6	.	-4	-3	-2	-16
O=C(Nc1cccc(Cl)c1)N[C@H]1CC[C@H](CCNC(=O)C2CCOCC2)O[C@H]1CO	-0.5	-4	0.1	-0.3	-3	-10	5	3
O/C=c1\ccc2cccc3nc(C(F)(F)F)nc1c23	0.5	15	1.5	.	1	-9	-3	-39

Reprinted at random: two entries already listed, in no set order.
SMILES	XiGFP reactiv	GSIS activator	CFTR F508del cor	E-sel inducer	CASP6 VEID inh	DENV2 CPE rescue	RAD54 branch	RAD52 anneal inh
COc1ccccc1CN(C)C(=O)c1ccc(S(=O)(=O)Nc2c(C)n(C)n(-c3ccccc3)c2=O)cc1	0.0	-17	4.7	.	1	-4	10	0
C[C@H]1CN([C@@H](C)CO)C(=O)Cc2cc(NC(=O)CCN3CCOCC3)ccc2O[C@H]1CN(C)C(=O)Nc1ccc2c(c1)OCO2	0.0	21	-3.5	6.0	2	14	4	-6

Structural class: the entries above containing a Cl atom (2)
SMILES	XiGFP reactiv	GSIS activator	CFTR F508del cor	E-sel inducer	CASP6 VEID inh	DENV2 CPE rescue	RAD54 branch	RAD52 anneal inh
N#Cc1sc(NCc2ccccc2)nc1Cl	0.0	-13	.	0.1	-1	1	.	-3
O=C(Nc1cccc(Cl)c1)N[C@H]1CC[C@H](CCNC(=O)C2CCOCC2)O[C@H]1CO	-0.5	-4	0.1	-0.3	-3	-10	5	3

Additional entries follow.
SMILES	XiGFP reactiv	GSIS activator	CFTR F508del cor	E-sel inducer	CASP6 VEID inh	DENV2 CPE rescue	RAD54 branch	RAD52 anneal inh
COc1ccc(NC(=O)c2ccc(CN3CCc4ccccc4C3)cc2)cc1OC	0.0	18	-0.6	0.0	4	-4	1	1
C[C@@H]1CCCCO[C@@H](CN(C)Cc2ccc(Cl)c(Cl)c2)[C@@H](C)CN([C@@H](C)CO)C(=O)c2cc(NS(C)(=O)=O)ccc2O1	-1.0	-12	3.2	-0.1	1	10	0	-15
Cc1cc(C)c(C(=O)CN2C(=O)C(=O)N(C3CCCC3)C2=O)cc1C	0.2	1	1.7	0.3	-2	-11	-5	-38
CCOC(=O)C1CCCN(C(=O)c2ccc3ncsc3c2)C1 (stereo not given)	0.3	.	1.1	-1.1	1	5	-4	-13
COc1ccccc1C(=O)Nc1ccc(-c2nnn(CC(=O)NCc3ccco3)n2)cc1	0.0	8	-0.6	1.3	0	0	.	-2
COc1ccc(NC(=O)CN2C(=O)COc3ccc(S(=O)(=O)N4CCOCC4)cc32)cc1	0.1	0	0.3	.	-3	2	1	-6
NC(N)=NCCCc1cn(CC(=O)N2CCNCC2)nn1	0.0	1	-0.4	0.1	-10	-3	-5	0
O=C1CCC(C(=O)N2CCN(c3ccc(F)cc3)CC2)CN1CC1CCCCC1 (stereo not given)	0.1	-13	2.3	.	0	8	-7	1
COc1ccc2c3c(n(C)c2c1)[C@H](CO)N(CC1CC1)CC31CCN(S(=O)(=O)c2cn(C)cn2)CC1	0.1	3	-0.4	0.4	-1	9	.	-83
O=C(NC1CCCCC1)N[C@H]1CC[C@@H](CCNS(=O)(=O)c2ccccc2)O[C@@H]1CO	0.0	1	-0.2	0.2	-16	-8	6	12
CNC[C@@H]1Oc2ccc(NC(=O)Cn3cnnn3)cc2C(=O)N([C@H](C)CO)C[C@H]1C	-0.2	12	0.0	0.1	-4	0	-2	-11
CC(C)(C)NC(=O)C12CC3CC(CC(Cl)(C3)C1)C2	0.2	.	.	-0.4	0	3	.	-8
CN1CCN(C(=O)c2ccc(NC(=O)c3ccc(Br)o3)cc2)CC1	0.0	10	0.9	0.2	-13	16	.	-7
CCCC(O)C#Cc1cnc2c(c1)C(=O)N([C@H](C)CO)C[C@H](C)[C@H](CN(C)C(=O)NC(C)C)O2 (stereo not given in full)	-2.0	35	-5.0	0.1	-5	11	-5	0
C[C@@H]1CCCCO[C@@H](CN(C)CC2CCCCC2)[C@H](C)CN([C@H](C)CO)C(=O)c2cc(NC(=O)Nc3ccccc3)ccc2O1	0.2	-25	-2.2	-0.2	2	7	15	28
Cc1ccccc1-c1nnn(C/C(N)=N/O)n1	0.0	10	-0.7	.	-2	1	.	1
Cc1noc(C)c1NC(=O)N(C)C[C@H]1Oc2cc(C#CCC(C)C)ccc2S(=O)(=O)N([C@@H](C)CO)C[C@H]1C	-0.3	-10	0.2	0.0	4	1	0	6
CCOc1cnn(-c2ccccc2)c(=O)c1Cl	0.0	23	-0.2	.	1	3	.	-6
CN1CCN(CCCNC(=O)CCc2nnc3n(Cc4ccccc4Cl)c(=O)c4ccccc4n23)CC1	0.3	-1	2.2	.	-2	0	14	-11
CN(CCN1CCOCC1)C(=O)CC1C(=O)NCCN1Cc1ccccc1C(F)(F)F (stereo not given)	0.1	6	1.3	.	5	3	1	-22
Cc1ccc2cc(C3CC(c4ccco4)=NN3S(C)(=O)=O)c(Cl)nc2c1 (stereo not given)	0.0	4	-0.9	.	2	4	.	-23
COc1ccc(N(Cc2ccccc2)S(=O)(=O)c2cc(C(=O)O)ccc2Cl)cc1	0.2	-3	2.2	0.2	2	-1	8	-12
CCCN(C)C[C@@H]1Oc2cc(-c3cccc(C#N)c3)ccc2S(=O)(=O)N([C@H](C)CO)C[C@@H]1C	0.1	-4	2.4	0.2	-1	-2	-2	11
Cn1cnc(CCNC(=O)C[C@@H]2CC[C@@H]3[C@H](COC[C@@H](O)CN3C(=O)Nc3ccc(Cl)cc3)O2)c1	0.1	-13	1.9	0.3	2	-3	0	5

Sorted by the number under RAD52 anneal inh (high to low): 3 of the compounds above
| SMILES | GSIS activator | CFTR F508del cor | CASP6 VEID inh | RAD52 anneal inh |
| --- | --- | --- | --- | --- |
| CCCN(C)C[C@@H]1Oc2cc(-c3cccc(C#N)c3)ccc2S(=O)(=O)N([C@H](C)CO)C[C@@H]1C | -4 | 2.4 | -1 | 11 |
| CN1CCN(C(=O)c2ccc(NC(=O)c3ccc(Br)o3)cc2)CC1 | 10 | 0.9 | -13 | -7 |
| CN1CCN(CCCNC(=O)CCc2nnc3n(Cc4ccccc4Cl)c(=O)c4ccccc4n23)CC1 | -1 | 2.2 | -2 | -11 |

Other structures follow.
SMILES	XiGFP reactiv	GSIS activator	CFTR F508del cor	E-sel inducer	CASP6 VEID inh	DENV2 CPE rescue	RAD54 branch	RAD52 anneal inh
Cc1ccc(C(=O)N(CCc2ccccc2)Cc2ccccc2)cc1S(=O)(=O)N1CCCCC1	0.2	-14	-6.5	1.6	-82	0	-17	2
CCOc1ccc(CN(C)C(=O)c2cccc(S(=O)(=O)Nc3ccccc3OC)c2)cc1OC	0.3	-4	-0.5	-0.1	0	-2	0	-38
O=C(c1cc2ccccc2oc1=O)N(Cc1ccccc1F)C1CCS(=O)(=O)C1 (stereo not given)	0.0	10	-3.2	.	-7	7	-12	9
CC1(CCBr)C(=O)N(c2ccccc2)c2ccccc21 (stereo not given)	0.0	-16	0.5	.	-2	-8	-5	-12
